Compound activity (PubChem BioAssay)
IL1B NFkB pot: enhances IL-1B driven NFkB nuclear translocation; HUVEC IL-1B NFkB p65 nuclear translocation imaging; activation, % at 2 µM; 94,000 tested, 0.3% active;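 active means activation above 40%, about the mean plus 3 SD, also judged a hit on visual image review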;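 further: percent activation is computed from the nuclear over cytoplasmic p65 intensity ratio; values of inactives mirror those of a sister screen read the other way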
IL1B NFkB inh: blocks IL-1B driven NFkB nuclear translocation in HUVEC cells; inhibition, % at 2 µM; 94,000 tested, 0.43% active; HUVEC IL-1B NFkB p65 nuclear translocation imaging;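 active means inhibition above about 30% together with a positive call from visual inspection of the well image, limit read from the data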;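 further: nuclear over cytoplasmic p65 intensity ratio measured by imaging; 0% = IL-1B stimulated DMSO wells and 100% = unstimulated DMSO wells; values of inactives mirror those of a sister screen read the other way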
MRP resist rev: MRP-mediated drug resistance reversal | H69AR cells + 2 uM doxorubicin, CellTiter-Glo, 72 h | differential viability (reversal), % at 10 µM | 85,000 tested, 0.04% active | AID 602;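 active means viability drop by adding the cancer drug above about 55%, with treated viability meeting a 40% cutoff, limit read from the data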;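 further: viability without doxorubicin minus viability with 2 µM doxorubicin for each compound; larger differential means the compound sensitizes cells more to doxorubicin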
PLAP inhibitors HTS: inhibition of human placental alkaline phosphatase – biochemical, luminescence, HTS (AID 690). 96,000 tested, 0.08% active. one-dose inhibition, % at 20 µM; IC50 in µM for titrated hits. purified PLAP, luminescent substrate; higher % means a stronger effect; in the data active means a potency from the dose series; inactive means the rest, 99 in 100 with inhibition below about 30%; further: strong numbers were not always called active
Bcl-B TR3 displacers: displacers of TR3 peptide from Bcl-B, primary screen, selectivity assay for Bfl-1 inhibitor project, biochemical, fluorescence polarization; displacement, % at 20 µM, or IC50 in µM where a hit was titrated; 96,000 tested, 0.11% active; AID 748; FP displacement of FITC-TR3 peptide from Bcl-B; higher % means a stronger effect;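 active means displacement above 50% at 20 µM plus a fluorescence interference ratio under 1.5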;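 further: plate controls were wells without compound for no effect and wells lacking Bcl-B protein for full effect; a part of the inactive calls stands beside numbers as strong as those of hits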
MRP resist rev cytotoxicity: second read-out of MRP resist rev, no call of its own (marks repeat the call); viability, %; H69AR cells, CellTiter-Glo, 72 h; measured here: cytotoxicity without doxorubicin
MRP resist rev with doxorubicin: also measured in MRP resist rev; calls as there; viability, %; measured here: viability with 2 uM doxorubicin; stronger effect = lower value
IL1B NFkB inh cell count 2 µM: further read-out of IL1B NFkB inh, marked with its call; cell count; measured here: cells passing quality filter;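 raw number of nuclei counted in each imaged well without normalization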
IL1B NFkB pot cell count 2 µM: further read-out of IL1B NFkB pot, marked with its call; cell count; measured here: cells passing quality filter
* marks the source's active call; other numbers are inactive results; . = not tested or not shown.

Values run as follows: IL1B NFkB pot	IL1B NFkB pot cell count 2 µM	IL1B NFkB inh	IL1B NFkB inh cell count 2 µM	MRP resist rev	MRP resist rev cytotoxicity	MRP resist rev with doxorubicin	PLAP inhibitors HTS	Bcl-B TR3 displacers
O=C1C2C3c4ccccc4C(c4ccccc43)C2C(=O)N1c1nc(-c2ccccc2)cs1 (stereo unspecified)
    8	129	-8	129	.	.	.	6%	-2%
Cc1cc2c(C)c(C)c(=O)[nH]c2cc1N
    19	43	-19	43	7	88	81	4%	32%
Cc1ccc(OCC(=O)Nc2ccc(N3CCOCC3)cc2)cc1
    .	.	.	.	-1	89	90	15%	4%
CN=C(Nc1cc(C)nn1CCC#N)c1ccccc1
    0	215	0	215	9	101	91	20%	-10%
O=C(/C=C/c1ccccc1)N1CCN(Cc2nc3ccccc3c(=O)[nH]2)CC1
    37	67	-37	67	-4	59	63	-8%	-1%
CCOc1ccc(CCNC(=O)c2cccc(N3CCCC3=O)c2)cc1OCC
    -26	106	26	106	23	101	78	8%	-1%
CC(C)(C)c1nc(SCC(=O)NCc2ccco2)c2ccccc2n1
    18	158	-18	158	.	.	.	-35%	6%
CC(C)CCN1CC(C(=O)N2CCN(c3ccc(F)cc3)CC2)CC1=O (stereo unspecified)
    15	24	-15	24	23	98	75	-13%	-13%
COc1ccc(C(CNC(=O)c2cc3ccccc3cc2OC)N2CCCC2)cc1 (stereo unspecified)
    14	163	-14	163	.	.	.	-57%	-2%
CCCSc1nc(O)c(C2OC(=O)c3c2ccc(OC)c3OC)c(=O)n1C (stereo unspecified)
    4	112	-4	112	-4	93	97	-11%	-6%
Clc1ccc(-c2nnc3sc(Cc4cccs4)nn23)c(Cl)c1
    7	137	-6	137	-7	83	89	11%	-11%
CC(=O)c1cc(-c2ccccc2)[nH]c1N1CCCC1
    -8	131	8	131	7	75	68	0%	2%
O=C(NCCc1ccccc1)C1CCN(S(=O)(=O)N2CCCC2)CC1
    .	.	.	.	9	97	88	-24%	-7%
Cc1nc2sc3c(c2c(=O)n1/N=C/c1ccco1)CCCC3
    1	86	-1	86	7	94	87	-33%	0%
Cc1cc(C)c(C#N)c(SCC(=O)CC(=O)OC(C)C)n1
    .	.	.	.	-9	88	98	-12%	2%
CC1(C)NC(=O)NC2(C)NC(=O)NC(C)(C)C12 (stereo unspecified)
    5	194	-5	194	-4	100	103	24%	-3%
CN1CCN(C(=O)CN2C(=O)CC(C)(C)S(=O)(=O)c3ccccc32)CC1
    11	73	-11	73	4	102	99	12%	-8%
CC(=O)Nc1ccc(C(=O)n2cnc3cc(C)c(C)cc32)cc1
    8	176	-8	176	4	87	83	14%	0%
CCC(CC)C(=O)Nc1cccc(S(=O)(=O)c2cccc(NC(=O)C(CC)CC)c2)c1
    12	129	-12	129	21	81	59	10%	8%
COc1ccc(NC(=O)c2ccc(=O)oc2)cc1
    5	137	-5	137	24	119	95	8%	2%
CCOC(=O)NC(c1cccc(Cl)c1)C1CCCCCC1=O (stereo unspecified)
    .	.	.	.	10	98	88	-90%	-5%
O=c1nc2sc3ccccc3n2c(=O)n1-c1cccc(Cl)c1
    0	164	0	164	-3	88	91	-13%	0%
CCC(=O)c1ccc(OC(=O)c2ccc(Br)o2)cc1
    22	108	-22	108	-5	96	101	.	.
CCOC(=O)N1CCN(c2c(-c3ccc(C(C)C)cc3)c(=O)c2=O)CC1
    9	132	-9	132	10	90	80	-9%	-10%
CCOC(=O)c1sc2nc(NC(=O)COc3ccccc3)sc2c1C
    3	134	-3	134	-3	79	82	-52%	-78%
CC(C)Cc1nc(N2CCC(C(N)=O)CC2)c2nnn(Cc3ccccc3)c2n1
    16	54	-16	54	.	.	.	9%	-40%
COc1ccc(Nc2nc(N3CCCC3)nc3ccccc23)c(OC)c1
    -1	156	1	156	1	2	2	-42%	21%
Cc1nc2cc(-c3cccc(Cl)c3)nn2c(N2CCN(C(=O)c3ccco3)CC2)c1C
    .	.	.	.	-8	57	65	-72%	-19%
CC1(C)C2CCC1(CS(=O)(=O)NCc1ccc(C(=O)O)cc1)C(=O)C2 (stereo unspecified)
    -4	166	4	166	13	97	84	-12%	-3%
CC1(C)C(=O)OC(c2ccccc2)C2(CCCC2)C1=O (stereo unspecified)
    5	86	-5	86	0	99	99	6%	-4%

The results go on.
Values run as follows: IL1B NFkB pot	IL1B NFkB pot cell count 2 µM	IL1B NFkB inh	IL1B NFkB inh cell count 2 µM	MRP resist rev	MRP resist rev cytotoxicity	MRP resist rev with doxorubicin	PLAP inhibitors HTS	Bcl-B TR3 displacers
COC(=O)CN(c1ccc(C(C)C)cc1)S(=O)(=O)c1c(C)[nH]c(=O)[nH]c1=O
    -2	176	2	176	-7	90	97	-18%	-10%
CCC(C)C(NC(=O)c1ccccc1NC(=O)c1ccco1)C(=O)NC1CCCCC1 (stereo unspecified)
    .	.	.	.	-19	71	90	-54%	2%
NS(=O)(=O)c1ccc(CNC(=O)CCC2CCCCC2)cc1
    -1	200	1	200	.	.	.	-2%	4%
COCCNC(=O)c1cn(C)c2ccc(S(=O)(=O)N(C)C3CCCCC3)cc2c1=O
    .	.	.	.	-13	79	92	-58%	3%
C=CCn1c(Cc2ccc(OC)cc2)nnc1SCc1nc2ccccc2c(=O)[nH]1
    -6	183	6	183	22	98	76	-31%	-2%
CC(=O)Nc1sc2c(c1C(N)=O)CCC2
    -10	97	10	97	-10	83	93	.	.
O=[N+]([O-])c1ccc(N2CCN(c3nc(-c4ccc(Cl)cc4)cs3)CC2)cc1
    20	199	-20	199	4	73	69	-6%	-28%
CCOc1ccc(OCCSc2nc3ccccc3[nH]2)cc1
    8	126	-8	126	-12	85	97	.	.
COc1ccc(OC)c(S(=O)(=O)n2nc(-c3ccccc3)cc2N)c1
    -11	47	11	47	10	99	88	20%	5%
CCOC(=O)c1ccccc1NC(=O)c1ccc2c(=O)n3c(nc2c1)CCCCC3
    2	68	-2	68	-2	84	86	.	.
O=C(ON=C1CCN(S(=O)(=O)c2ccccc2)CC1)c1ccc(Cl)cc1
    13	143	-13	143	.	.	.	.	.
COc1ccc(-c2nnc(SCc3cccc(C#N)c3)o2)cc1
    1	124	-1	124	18	98	80	6%	-10%
CCNC(=S)N1CCN(c2ccc([N+](=O)[O-])cc2)CC1
    -4	47	4	47	.	.	.	48%	-9%
CCc1nnc(NC(=O)CSc2nc3c(cc2C#N)CCCC3)s1
    -5	174	5	174	-5	81	86	14%	-26%
Fc1ccc(-c2nnc(-c3ccc(Cl)cc3Cl)o2)cc1
    -2	64	2	64	.	.	.	.	.
Cc1cnc(NC(=O)CSc2ccc(Cl)cc2)s1
    33	68	-33	68	2	84	83	13%	0%
CC(=O)N1CCN(c2ccccc2NC(=O)COc2ccc(Br)cc2)CC1
    -15	174	15	174	3	89	85	-20%	-3%
CC(C)(C)NC(=O)CSc1nncn1-c1ccccc1
    9	125	-9	125	8	94	86	-1%	14%
COc1ccc(Cc2nc(C(=O)Nc3ccc(F)cc3)cs2)cc1
    4	103	-4	103	-20	61	81	32%	-20%
CCOc1ccc(C(=O)NCC(=O)OCC(=O)Nc2ccccc2OC)cc1
    -26	59	26	59	8	94	87	-10%	7%
CCOC(=O)c1c(COc2ccccc2)oc2ccc(O)cc12
    -2	88	2	88	-2	95	97	0%	-122%
Cc1cc(OCC(=O)Nc2ccncc2)cc(C)c1Br
    -15	171	15	171	16	102	85	16%	-2%
S=C(NCc1ccccn1)Nc1ccc(Cl)cc1Cl
    -6	125	6	125	.	.	.	17%	-6%
CCN(CC)CCCN1C(=O)C(=O)/C(=C(/O)c2cnn(-c3ccccc3)c2C)C1c1ccncc1 (stereo unspecified)
    -5	161	5	161	4	88	84	.	.
O=C(NCc1cccs1)c1cc(-c2ccccc2)on1
    16	129	-16	129	30	100	70	7%	-6%
CNc1ccc(Br)cc(C(=O)/C=C/c2ccc3c(c2)OCO3)c1=O
    0	146	0	146	.	.	.	4%	20%
CSc1ncccc1C(=O)OCc1ccc(COC(=O)c2cccnc2SC)cc1
    -1	157	1	157	.	.	.	2%	-8%
COC(=O)c1ccccc1NC1OC(=O)c2ccccc21 (stereo unspecified)
    19	147	-19	147	.	.	.	18%	-4%
CC(=O)Cc1ccccc1OC(=O)c1ccco1
    -2	148	2	148	-1	86	87	2%	2%
COc1ccc(CNC(=O)C2CCN(C(=O)[C@@H](CC(C)C)NC(=O)OC(C)(C)C)CC2)cc1
    -1	133	1	133	20	102	82	-79%	14%

Quoted at random: 4 compounds from above, in no set order.
Values run as follows: IL1B NFkB pot	IL1B NFkB pot cell count 2 µM	IL1B NFkB inh	IL1B NFkB inh cell count 2 µM	MRP resist rev	MRP resist rev cytotoxicity	MRP resist rev with doxorubicin	PLAP inhibitors HTS	Bcl-B TR3 displacers
Cc1nc2cc(-c3cccc(Cl)c3)nn2c(N2CCN(C(=O)c3ccco3)CC2)c1C
    .	.	.	.	-8	57	65	-72%	-19%
O=C(ON=C1CCN(S(=O)(=O)c2ccccc2)CC1)c1ccc(Cl)cc1
    13	143	-13	143	.	.	.	.	.
CC(C)(C)c1nc(SCC(=O)NCc2ccco2)c2ccccc2n1
    18	158	-18	158	.	.	.	-35%	6%
COc1ccc(NC(=O)c2ccc(=O)oc2)cc1
    5	137	-5	137	24	119	95	8%	2%

(more compounds)
Values run as follows: IL1B NFkB pot	IL1B NFkB pot cell count 2 µM	IL1B NFkB inh	IL1B NFkB inh cell count 2 µM	MRP resist rev	MRP resist rev cytotoxicity	MRP resist rev with doxorubicin	PLAP inhibitors HTS	Bcl-B TR3 displacers
CCSc1nnc(NC(=O)C2CCCCC2)s1
    2	101	-2	101	11	98	88	18%	-1%
CN(C)c1ccc(C=Nc2ccc(N(C)C)cc2)cc1
    16	118	-16	118	-10	47	56	.	.
CCc1c(C)c2cc(Cl)c(O)c(CN3CCCCC3)c2oc1=O
    3	122	-3	122	2	91	88	-50%	-7%
Clc1ccc(OCCn2ccnc2)c(Cl)c1
    12	80	-12	80	14	99	85	11%	0%
O=c1cc(CN2CCN(CCO)CC2)c2cc3c(cc2o1)CCC3
    -6	89	6	89	-4	102	105	-1%	-4%
O=C(/C=C/c1ccc(Cl)c([N+](=O)[O-])c1)NCc1cccnc1
    0	187	0	187	.	.	.	.	.
Cc1ccccc1OCC(O)Cn1c(NCc2ccccc2)nc2c1c(=O)[nH]c(=O)n2C (stereo unspecified)
    15	152	-15	152	3	45	41	5%	3%
CCCCOc1ccccc1NC(=O)C=C(C)C
    -1	151	1	151	4	98	94	12%	-2%
O=C(CCC(=O)c1ccc[nH]1)c1ccc(Cl)cc1
    1	44	-2	44	4	99	95	12%	-9%
COc1ccc(NC(=O)CN2C(=O)c3cccc4cccc2c34)c(OC)c1
    3	165	-3	165	-2	98	100	0%	6%
CCCCOC(=O)c1ccc(NS(=O)(=O)c2cc(-c3nnnn3CC)ccc2OC)cc1
    10	213	-10	213	22	58	36	-116%	-1%
COC(=O)c1coc(-c2ccc(OC)cc2)c1C(=O)OC
    -3	106	3	106	16	103	87	-7%	-1%
c1ccc(Cn2nnc3c(NCCN4CCOCC4)ncnc32)cc1
    4	103	-4	103	-13	70	83	-26%	-3%
Cc1nc(S(=O)(=O)c2ccc(Cl)cc2Cl)nc2c1CCC2
    -7	149	7	149	.	.	.	-7%	4%
COc1ccc(Nc2nc(N)nc(CSc3nccc(C)n3)n2)cc1
    -8	115	8	115	-1	101	102	21%	-3%
CCOC(=O)c1ccc(NC(=O)CSc2nnc(-c3cccs3)n2CC)cc1
    5	159	-4	159	2	91	89	15%	-2%
COc1ccc(NC(=S)N/C(=N/CS(=O)(=O)c2ccccc2)c2ccccc2)cc1
    4	109	-4	109	16	96	79	.	.
CC1(C)CC(=O)c2cc(C(=O)NCc3ccco3)c(=O)n(-c3ccccc3)c2C1
    -15	87	15	87	-1	30	31	-7%	-1%
Nc1nonc1OCCc1ccccc1
    -4	146	4	146	0	84	84	20%	3%
Cc1nc2nc(-c3ccc(Cl)cc3)[nH]n2c(=O)c1Cc1ccccc1
    0	170	0	170	0	96	96	39%	-1%

Some of the compounds tested, so the mix of outcomes need not match the whole.
